# NPC1 prom act = activates the NPC1 promoter | Huh7 NPC1 promoter luciferase reporter, 24 h | Potency, µM (series often up to 9.22 µM), without a hit: at the highest dose activation, hits mostly activators | hit rate 2.4% among 320,000 | AID 485313;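 also: % of control where 0% means no effect; nearly all actives have a fitted effect of over 60% in size; reporter is driven by a mutant NPC1 promoter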
#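 Quantitative HTS used a cell-based reporter: Huh7 cells stably bearing the NPC1 promoter upstream of luciferase were treated with compounds for 24 h, and promoter activation was read as luminescence.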
# uPA surface inh = cell surface uPA generation inhibition. cell surface uPA generation assay, qHTS. Potency, µM (titrated, usually from 38.3 µM), for inactives: at the top dose activity change, negative = inhibition, usual class: inhibitors. hit rate 0.31% among 330,000; active = well fitted inhibition curve with a large enough effect; inconclusive = small, poorly fitted or top-dose-only effect; inactive = no such curve, though single readings can be large or run the other way; tested in mouse RAW 264.7 cells; also: % is scaled to controls: 0 for no effect and ±100 for the full control effect; nearly all actives have a fitted effect of over 55% in size
# BRCA1 expr act = activators of BRCA1 expression | MCF7-BRCA1-FFLuc reporter, luminescence, 48 h; response scale: scaled: vehicle 0%, 10 µM genistein 100% | hit rate 1.1% among 380,000 | Potency, µM (titrated, usually from 46.1 µM), for the others: at the highest dose activation, actives largely listed as activators; also: nearly all actives have a fitted effect of over 80% in size; some results filed as inactive show a strong effect at the top dose
#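 48 h compound treatment of MCF7-BRCA1-FFLuc cells (phenol-red free MEM, 37 °C), then 15 min with luciferase substrate and luminescence imaging.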
# MLL CXXC-DNA inh = inhibitors of human MLL CXXC domain-DNA interaction. MLL-CXXC / FITC-HOXA9 DNA fluorescence polarization. AID 2662. Potency, µM (doses to about 115 µM), for inactives: at the highest dose activity change, negative = inhibition, hits mostly inhibitors. hit rate 0.037% among 290,000; active = well fitted inhibition curve with a large enough effect in the polarisation, with a control signal flat, not every such curve was filed as active; inconclusive = small, poorly fitted or top-dose-only effect, or effect the other way, or a change in a side signal; inactive = no such curve, though single readings can be large or run the other way; the % refers to the polarisation
#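 Purified MLL-CXXC (added from a 7 uM solution) was preincubated 5 min at ambient with pinned compounds in 50 mM Tris-HCl pH 7.5, 50 mM NaCl, 1 mM DTT, 0.05% BSA. Fluorescein-labeled HOX-A9 DNA (50 nM solution) followed, 30 min, then polarization read.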
# MBNL1-CUG inh = blocks human MBNL1 binding to CUG repeat RNA. Q9NR56. TR-FRET MBNL1-His/biotin-(CUG)12 binding, 665/545 ratio. Potency, µM (highest dose often 57.5 µM), without a hit: at the top dose activity change, negative = inhibition, hits mostly inhibitors. hit rate 0.036% among 280,000; active = well fitted inhibition curve with a large enough effect in the signal ratio, with a control signal flat, not every such curve was filed as active; inconclusive = small, poorly fitted or top-dose-only effect, or effect the other way, or a change in a side signal; inactive = no such curve, though single readings can be large or run the other way; the % refers to the signal ratio; also: % is scaled to controls: 0 for no effect and ±100 for the full control effect
#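 His-tagged MBNL1 binding to biotinylated (CUG)12 RNA was measured by TR-FRET using terbium anti-His antibody (0.055 ng/ul final) and streptavidin-XL665 (5 nM final). Compounds were titrated 92 nM to 58 uM; 60 min at room temperature.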
# FLuc counter = firefly luciferase modulation, counter-screen for miR-21 project. purified FLuc, Km substrates, luminescence inhibition. Potency, µM (top dose mostly 57.5 µM), for the others: at the highest dose activity change, negative = inhibition, actives largely listed as inhibitors. P08659. hit rate 6.9% among 360,000. AID 588342;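 also: plate controls were vehicle for no effect and reference inhibitor for full effect; nearly all actives have a fitted effect of over 55% in size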
#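 Biochemical qHTS of compounds, final roughly 60 µM downward over six points, against 10 nM purified firefly luciferase using Km concentrations of substrates (10 uM D-luciferin, 10 uM ATP) in Tris acetate pH 7.5 buffer; luminescence output.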
# ELG1 genotox = genotoxicity induction in ELG1-luciferase HEK293T cells | HEK293T ELG1-luciferase reporter, luminescence, 16 h | Potency, µM (series often up to 46 µM), without a hit: top-dose activity change, positive = activation, usual class: activators | hit rate 1.3% among 330,000 | AID 504466; also: % of control where 0% means no effect; nearly all actives have a fitted effect of over 60% in size
#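 ELG1-luciferase HEK293T cells, 2,000/well; compound pinned in; 16 hr, 37 °C, 5% CO2; ONE-Glo, 30 min RT; luminescence on CCD imager.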
# p53 reactivator = re-activators of mutant p53. H1299 p53-A138V BP100-luciferase reporter, luminescence, 24 h. Potency, µM (titrated, usually from 92.2 µM), without a hit: at the highest dose activity change, positive = activation, usual class: activators. hit rate 0.063% among 320,000. AID 504706; also: % of control where 0% means no effect; nearly all actives have a fitted effect of over 45% in size
#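 H1299 (p53-null), stable ts p53-A138V + BP100-Luc; 1000 cells/well, Opti-MEM/10% FBS; cpd 4 pt, 1:5; 24 h, 37 deg C, 5% CO2; detection reagent 10 min RT; luminescence.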
# Gal4-VP16 FLuc = Gal4-VP16 reporter inhibition counter-screen | hit rate 3.5% among 310,000 | Potency, µM (highest dose often 53.6 µM), for the others: top-dose activity, negative = inhibition, most hits filed as inhibitors | Drosophila S2 Gal4-VP16 UAS-luciferase, luminescence, 20 h;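 also: Gal4-VP16 expression switched on by copper sulfate through the metallothionein promoter; % is scaled to controls: 0 for no effect and ±100 for the full control effect; nearly all actives have a fitted effect of over 50% in size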
# Rab9 prom act = Rab9 promoter activation; Huh7 Rab9 promoter-luciferase reporter, luminescence, 24 h; Potency, µM (doses to about 9.22 µM), for inactives: top-dose activation, negative = inhibition, actives largely listed as activators; hit rate 2.8% among 320,000; also: % of control where 0% means no effect; nearly all actives have a fitted effect of over 60% in size
#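 Using Huh7 cells stably transfected with Rab9 promoter–luciferase, compounds were incubated 24 h at 37 °C, 5% CO2; luciferase luminescence was read 10 min after reagent addition.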
# RORg inh = ROR gamma (mouse) transcription inhibition; P51450; hit rate 5.4% among 310,000; Drosophila S2 Gal4-RORgamma UAS-luciferase reporter, 20 h; Potency, µM (series often up to 53.6 µM), for inactives: top-dose activity change, negative = inhibition, most hits filed as inhibitors; also: % is scaled to controls: 0 for no effect and ±100 for the full control effect; nearly all actives have a fitted effect of over 60% in size
#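 Stable Schneider cell line, Gal4 DNA-binding domain fused to ROR gamma, UAS-luciferase. Cmpd 1 hr RT → CuSO4 700 uM final → 20 hr RT → luciferase reagent 10 min → luminescence.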
# Active calls of the source: *; u = inconclusive; x = not tested or not shown; [ ] = dose if it differs, or a comment. Unless noted, calls follow the shape of the dose curve; as a rule, active = well fitted curve in the direction sought with a large enough effect; inconclusive = small, poorly fitted or top-dose-only effect, or another doubt; inactive = no such curve, though single readings can be large; an effect the other way counts as inactive or inconclusive. Potency is read from the fitted curve at half-maximal effect. This is a subset; the hit share may differ from the screen's.
No. | molecule | RORg inh | ELG1 genotox | Rab9 prom act | BRCA1 expr act | FLuc counter | MLL CXXC-DNA inh
1 | CCOC(=O)c1csc(COc2ccccc2Cl)n1 | -7% | 16% | u | 58% | u | -17%
2 | C=CCn1c(SCC(=O)c2ccc(O)c(O)c2)nnc1-c1cccc(OC)c1 | x | 1% | 0% | -17% | 3% | x
3 | O=C1COc2ccc(S(=O)(=O)N3CCN(c4ccccc4)CC3)cc2N1 | -1% | -2% | -1% | -2% | 0% | 7%
4 | Cn1c(C(=O)N(Cc2ccccc2)Cc2cccs2)cc2sccc21 | -19% | -5% | -1% | -46% | 5%[2.3 µM] | 10%
5 | NC(=O)c1ccc(Nc2ccc([N+](=O)[O-])cc2[N+](=O)[O-])cc1 | 21% | 0% | -2% | 1% | 0% | -6%
6 | Cc1ccc(CNC(=O)CN(c2ccc(C)cc2)S(=O)(=O)c2c(C)n[nH]c2C)cc1 | -6% | -2% | 1% | -8% | 5% | 11%
7 | CC(=O)N1c2ccc(N=Cc3cc(Br)cc(Br)c3O)cc2CC1C (configuration not stated) | 24% | 2% | 1% | x | 9.5µM* | 0%
8 | CCOC(=O)N1CCN(Cc2nnc(-c3ccccc3Cl)o2)CC1 | 13% | 0% | -2%[1.84 µM] | 23% | 1% | u

No. | p53 reactivator | Gal4-VP16 FLuc | MBNL1-CUG inh | NPC1 prom act | uPA surface inh
1 | -3% | -3% | -3% | u | 7%
2 | 11% | x | x | -23% | u
3 | 4% | -8% | -2% | -2% | -1%
4 | -1% | -10% | 3% | -1% | -7%
5 | 5% | -19% | u | -3% | 1%
6 | -9% | -11% | -5% | 2% | 2%
7 | -1% | -7% | -1% | -3% | x
8 | 1% | 7% | -1% | -8% | 6%

# Later entries:
No. | molecule | RORg inh | ELG1 genotox | Rab9 prom act | BRCA1 expr act | FLuc counter | MLL CXXC-DNA inh
9 | COc1ccc(OCC(=O)Nc2sc3c(c2C(=O)NCC2CCCO2)CCC3)cc1 (configuration not stated) | 10% | 0% | -4% | 0% | -9% | -4%
10 | CC1(C)CC(=O)C(C=Nc2cccnc2)=C(O)C1 | -21% | 1% | 1% | -24% | 9% | -2%
11 | O=C(COC(=O)COc1ccc(Cl)cc1)Nc1ccc(F)c([N+](=O)[O-])c1 | -16% | 1% | -1% | 3% | 0% | 1%
12 | CC(NC(=O)Cn1cccc1)c1ccccc1 (configuration not stated) | 4% | 0% | -1% | -7% | 1% | 0%
13 | O=Cc1cn(-c2ccccc2)nc1-c1cc2cc(O)ccc2oc1=O | 15% | -3% | -4% | -2% | 3% | 4%
14 | COc1ccc(NC(=S)NC(=O)/C=C/c2ccco2)c(OC)c1 | 13µM* | -2% | 2% | -3% | -1% | 0%
15 | O=C(COc1ccccc1-c1ccccc1)c1ccccc1 | u | 1% | 5% | -15% | -17% | -9%
16 | NC(=O)C(c1ccccn1)c1ncc(C(F)(F)F)cc1Cl (configuration not stated) | 16% | 0% | 3% | 17% | 1% | -1%

No. | p53 reactivator | Gal4-VP16 FLuc | MBNL1-CUG inh | NPC1 prom act | uPA surface inh
9 | 0% | -11% | -2% | 0% | 10%
10 | -4% | -7% | -6% | -1% | -19%
11 | -5% | 7% | u | 0% | 3%
12 | -4% | 2% | -7% | 0% | 2%
13 | 2% | -1% | 21% | -1% | x
14 | x | 13µM* | 5% | 2% | 4%
15 | u | -9% | u | 5% | 2%
16 | 4% | 2% | -12% | 1% | -4%

# (continued)
No. | molecule | RORg inh | ELG1 genotox | Rab9 prom act | BRCA1 expr act | FLuc counter | MLL CXXC-DNA inh
17 | CCOCCOC(=O)COc1ccc(N2C(=O)c3ccccc3C2=O)cc1 | -8% | -7% | -6% | x | 19µM* | 8%
18 | O=C(Nc1ccccc1)Nc1scc2c1c(=O)oc1ccccc12 | -9% | 14% | u | 88% | -12% | 12%
19 | COc1ccccc1CCNC(=O)C(=O)Nc1cc2c3c(c1)CC(=O)N3CCC2 | x | 2% | -6% | -31% | 1% | x
20 | CC(C)(C)n1nc2c(c1NC(=O)c1ccc(S(=O)(=O)N3CCCC3)cc1)CS(=O)C2 (configuration not stated) | 0% | 3% | -3% | -1% | 2% | 11%
21 | COc1cc(NC(=O)c2ccccc2C)c(OC)cc1NC(=O)CN1CCOCC1 | -6% | -3% | -2% | -6% | -8% | 5%
22 | COc1ccc(-n2nnc3c(SCC(=O)NCC4CCCO4)ncnc32)cc1 (configuration not stated) | u | 2% | -2% | -42% | 11µM* | 19%
23 | Cc1ccc(NC(=O)CS(=O)(=O)c2cn(C)c3ccccc23)c(C)c1 | 15% | -1% | 0% | 0% | 6% | 11%
24 | COc1ccc(NC(=O)c2ccc(C)o2)c([N+](=O)[O-])c1 | 27% | 18% | u | u | -18% | -1%

No. | p53 reactivator | Gal4-VP16 FLuc | MBNL1-CUG inh | NPC1 prom act | uPA surface inh
17 | 1% | 1% | u | -7% | x
18 | 3% | 9% | -2% | u | 2%
19 | 8% | x | x | 4% | 13%
20 | -1% | 5% | 10% | -6% | 0%
21 | 5% | 1% | -6% | -2% | 0%
22 | -54%[inhibitor] | u | 14% | -4% | -3%
23 | -1% | 8% | -12% | -3% | 9%
24 | u | 10% | 19% | u | -8%

# (more compounds)
No. | molecule | RORg inh | ELG1 genotox | Rab9 prom act | BRCA1 expr act | FLuc counter | MLL CXXC-DNA inh
25 | Cc1cccc(OCC(=O)Nc2nnc(S(=O)(=O)N3CCCCC3)s2)c1 | 1% | 1% | 1% | 1% | -2% | x
26 | CC(=O)c1ccc(NC(=O)CN2CCN(c3ccccc3)CC2)cc1 | 0% | 0% | -4% | -1% | 1% | -3%
27 | O=S(=O)(c1ccc(Cl)c(NC(=S)N/N=C/c2ccc(O)cc2)c1)N1CCOCC1 | 10µM* | -6% | 1% | -52% | 17µM* | 7%
28 | CC1CCCN(C(=O)COC(=O)Cc2ccc(Cl)cc2)C1 (configuration not stated) | -18% | -7% | -8% | 1% | 2% | 0%
29 | COc1ccc(C(=O)NCc2cn3c(C)csc3n2)cc1OC | -5% | 2% | 1% | -1% | 3% | -2%
30 | COc1ccc(OC)c(N(CC(=O)Nc2ccc(NC(C)=O)cc2)S(C)(=O)=O)c1 | 24% | 1% | -5% | 36% | -1% | 0%
31 | CC1CC(=O)Nc2ccccc2N1S(=O)(=O)c1ccc(C(F)(F)F)cc1 (configuration not stated) | -31% | 0% | 2% | -4% | -2% | 0%
32 | Cc1nc2sc(C(c3ccco3)N3CCN(c4ccccc4)CC3)c(O)n2n1 (configuration not stated) | -5% | 16% | -2% | -5% | 0% | -14%

No. | p53 reactivator | Gal4-VP16 FLuc | MBNL1-CUG inh | NPC1 prom act | uPA surface inh
25 | x | 1% | 1% | 2% | -11%
26 | 7% | -3% | -1% | -6% | 32%[activator]
27 | 7% | 6.3µM* | -14% | -7% | -14%
28 | -3% | -1% | -8% | -18% | 9%
29 | 1% | 3% | -5% | -3% | -2%
30 | 4% | 13% | 6% | -3% | 8%
31 | -4% | -2% | 2% | 1% | 1%
32 | -13% | 17% | 10% | 1% | 4%

# Grouped by structure, the entries above containing a Cl atom
No. | molecule | RORg inh | ELG1 genotox | Rab9 prom act | BRCA1 expr act | FLuc counter | MLL CXXC-DNA inh
1 | CCOC(=O)c1csc(COc2ccccc2Cl)n1 | -7% | 16% | u | 58% | u | -17%
8 | CCOC(=O)N1CCN(Cc2nnc(-c3ccccc3Cl)o2)CC1 | 13% | 0% | -2%[1.84 µM] | 23% | 1% | u
11 | O=C(COC(=O)COc1ccc(Cl)cc1)Nc1ccc(F)c([N+](=O)[O-])c1 | -16% | 1% | -1% | 3% | 0% | 1%
16 | NC(=O)C(c1ccccn1)c1ncc(C(F)(F)F)cc1Cl (configuration not stated) | 16% | 0% | 3% | 17% | 1% | -1%
27 | O=S(=O)(c1ccc(Cl)c(NC(=S)N/N=C/c2ccc(O)cc2)c1)N1CCOCC1 | 10µM* | -6% | 1% | -52% | 17µM* | 7%
28 | CC1CCCN(C(=O)COC(=O)Cc2ccc(Cl)cc2)C1 (configuration not stated) | -18% | -7% | -8% | 1% | 2% | 0%

No. | p53 reactivator | Gal4-VP16 FLuc | MBNL1-CUG inh | NPC1 prom act | uPA surface inh
1 | -3% | -3% | -3% | u | 7%
8 | 1% | 7% | -1% | -8% | 6%
11 | -5% | 7% | u | 0% | 3%
16 | 4% | 2% | -12% | 1% | -4%
27 | 7% | 6.3µM* | -14% | -7% | -14%
28 | -3% | -1% | -8% | -18% | 9%

# Screens deposited in PubChem by National Center for Advancing Translational Sciences (NCATS).
